Source: PubChem (The Scripps Research Institute Molecular Screening Center)
TCR CD3 inh: blocks the human TCR-CD3 interaction; 360,000 tested, 0.37% active; inhibition, % at 9.4 µM; TAMRA-labeled TCR probe fluorescence, biochemical; in the data active means inhibition above about 19%;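 further: recombinant mutant TCR 2C K166C tagged with TAMRA read by polarization; 0% = receptor in buffer alone and 100% = receptor with positive control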
MBD2 inh: inhibitors of human MBD2 binding to methylated oligonucleotide; Q9UBB5; TR-FRET; inhibition, % at 4.4 µM; 370,000 tested, 0.31% active; AID 686964; in the data active means inhibition above about 13%
TDP2 inh: TDP2 (human) inhibition, absorbance primary screen | O95551 | recombinant TDP2, T5PNP hydrolysis, p-nitrophenol absorbance 415 nm | inhibition, % at 12.8 µM | 370,000 tested, 0.34% active | AID 720702;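 active means inhibition above the mean of all tested compounds plus 3 SD, set per campaign, cut at about 25% in these data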;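 further: 0% = DMSO with enzyme and 100% = buffer with substrate but no TDP2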
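Material: recombinant human TDP2; quantity: TDP2 enzyme at 120 nM final; medium: Tris-HCl pH 7.5 with MgCl2; compound: single concentration, 12.8 µM nominal, with 1% DMSO; incubation: 2 h enzyme incubation at 37 °C; signal: epi absorbance; measure: percent inhibition; benchmarks: high control without enzyme, low control DMSO plus TDP2; repeats: singlicate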
Tn6 DDE FP: disrupts Tn6 cyclic peptide binding to fibrin D-Dimer-E complex | P02675 | Fibrin DD(E) TRITC-Tn6 fluorescence polarization displacement | inhibition, % at 8.3 µM | 370,000 tested, 0.21% active | AID 720509;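 active means inhibition above a per-campaign cutoff: mean of compounds within control limits plus 3 SD, cut at about 15% in these data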;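 further: 0% = median of all compound wells on the plate and 100% = blocking peptide control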
Target sequence (P02675 whole entry, looked up): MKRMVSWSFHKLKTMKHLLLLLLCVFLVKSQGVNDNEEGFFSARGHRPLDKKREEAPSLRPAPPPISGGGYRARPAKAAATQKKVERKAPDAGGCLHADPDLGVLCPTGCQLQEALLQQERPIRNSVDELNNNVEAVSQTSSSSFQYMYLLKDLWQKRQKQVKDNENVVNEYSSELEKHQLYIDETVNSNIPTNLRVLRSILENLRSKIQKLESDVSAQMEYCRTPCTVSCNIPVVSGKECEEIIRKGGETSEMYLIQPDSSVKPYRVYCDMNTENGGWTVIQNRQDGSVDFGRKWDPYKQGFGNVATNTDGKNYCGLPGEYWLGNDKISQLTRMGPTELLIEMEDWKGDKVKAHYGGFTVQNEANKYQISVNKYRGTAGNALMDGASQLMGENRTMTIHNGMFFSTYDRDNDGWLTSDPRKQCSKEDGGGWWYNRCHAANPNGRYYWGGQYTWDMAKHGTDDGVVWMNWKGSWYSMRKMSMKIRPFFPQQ
UHRF1 binding: UHRF1 methyl-DNA binding inhibition; Q96T88; UHRF1 binding to methylated oligo, TR-FRET; inhibition, % at 4.4 µM; 370,000 tested, 0.75% active; AID 687016; in the data active means inhibition above about 21%;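 further: UHRF1 SRA domain binding a hemimethylated CpG hairpin DNA probe; 0% = median of test compound wells and 100% = reference inhibitor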
SIAE inh: inhibitors of human sialic acid acetylesterase SIAE; 370,000 tested, 0.69% active; SIAE FP-Rh probe binding, fluorescence polarization; inhibition, % at 9.66 µM;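 active means inhibition above a cutoff: mean of compounds within the control limits plus 3 SD of those, cut at about 17% in these data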;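 further: 0% = plate median of compound wells and 100% = probe without SIAE protein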
Target sequence (Q9HAT2 whole entry, looked up): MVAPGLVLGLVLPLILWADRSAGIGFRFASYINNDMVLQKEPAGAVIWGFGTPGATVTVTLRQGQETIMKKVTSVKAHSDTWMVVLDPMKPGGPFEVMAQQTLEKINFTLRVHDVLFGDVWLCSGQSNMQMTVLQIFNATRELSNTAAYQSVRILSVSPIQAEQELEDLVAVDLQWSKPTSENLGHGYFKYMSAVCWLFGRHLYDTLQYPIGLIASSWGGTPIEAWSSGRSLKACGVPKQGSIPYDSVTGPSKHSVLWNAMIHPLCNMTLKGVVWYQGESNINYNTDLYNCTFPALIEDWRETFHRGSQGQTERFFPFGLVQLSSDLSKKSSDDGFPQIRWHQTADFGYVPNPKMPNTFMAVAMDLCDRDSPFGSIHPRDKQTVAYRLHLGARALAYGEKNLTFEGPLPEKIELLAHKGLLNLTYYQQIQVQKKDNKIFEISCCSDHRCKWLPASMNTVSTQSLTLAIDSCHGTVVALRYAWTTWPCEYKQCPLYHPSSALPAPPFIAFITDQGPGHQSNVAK
PRMT1 inh: blocks human protein arginine methyltransferase 1. inhibition, % at 2.79 µM. recombinant PRMT1, activity-based probe fluorescence polarization. AID 652257. Q99873. 370,000 tested, 1.3% active;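 active means inhibition above about 21% made by adding two undisclosed values, limit read from the data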
Tn7 DDE FP: disrupts Tn7 cyclic peptide binding to fibrin D-Dimer-E complex | P02675 | FP displacement of FITC-Tn7 peptide from fibrin DD(E); 0% = median of compound wells per plate | inhibition, % at 8.3 µM | 370,000 tested, 0.13% active;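 active means inhibition above the mean of compounds falling within the control limits plus 3 SD of them, cut at about 14% in these data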;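 further: 0% = plate median of compound wells and 100% = 10 µM Aha-Tn7 peptide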
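Assay system: human fibrin DD(E). Input: DD(E) 2 µM final. Medium: Tris buffer with calcium and detergent, pH 7.8. Compound dosing: single point at 8.3 µM. Timing: 10 min plus 3 h, room temperature. Technique: fluorescence polarization of the labelled Tn7 tracer. Read-out: percent inhibition. Replicates: singlicate testing.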
proKLK7 act: activators of human kallikrein-7 zymogen | 370,000 tested, 0.9% active | AID 652039 | activation, % at 7 µM | purified proKLK7, EDANS-DABCYL substrate fluorescence; 100% is mature enzyme control, 0% vehicle;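 active means activation above the mean of all tested compounds plus 3 SD, computed per campaign excluding outliers beyond control limits, cut at about 13% in these data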
LEDGF integ inh: blocks HIV-1 LEDGF/p75-dependent DNA integration. 370,000 tested, 0.64% active. TR-FRET IN-LEDGF/p75 DNA integration, Eu/Cy5. inhibition, % at 3.7 µM;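 active means inhibition above the screen-wide mean plus 3 SD, cut at about 13% in these data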;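 further: signal is the Cy5 over europium emission ratio at 671 and 618 nm; 0% = plate median of compound wells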
Starred values were filed as active, the others as inactive; . = not tested or not shown.

SMILES	TCR CD3 inh	MBD2 inh	TDP2 inh	Tn6 DDE FP	UHRF1 binding	SIAE inh	PRMT1 inh	Tn7 DDE FP	proKLK7 act	LEDGF integ inh
O=S(=O)(Nc1ccccc1-c1ccccc1)c1ccccc1	2	3	-6	0	3	1	4	4	-0.5	-4
Cc1cc(C)c(S(=O)(=O)NCCCn2ccnc2)c(C)c1	-5	5	-1	1	6	2	1	5	0.0	-4
COc1cccc2c1SCc1ccccc1C2CC(N)=O (stereo not drawn)	-5	0	0	7	-2	-6	13	6	-0.5	-8
Cc1noc(C)c1COc1ccc(C(=O)OCC(=O)NCCN2C(=O)CSC2=O)cc1	-1	-6	6	-1	1	12	0	1	0.1	0
CN(C)CCN(C(=O)c1ccc(S(=O)(=O)N(C)c2ccccc2)cc1)c1nc2cc3c(cc2s1)OCCO3	-1	2	-6	-5	0	1	-3	-2	0.3	2
CCN(C(=O)CSc1ncccn1)c1cccc2ccccc12	-5	5	-10	-1	0	-6	2	4	-0.1	-2
CSCCC(NC(=O)c1ccc(C(C)(C)C)cc1)C(=O)OCC(=O)N1CCCC1=O (stereo not drawn)	-3	-2	-8	-9	1	-6	0	-1	-0.6	4
Cc1cccc(CS(=O)(=O)Cc2ccc(C(=O)NC3CCCCC3)o2)c1	-6	0	-2	-9	-2	11	4	0	0.2	-2
Cc1c(C=O)c2ccccc2n1CC(=O)NCc1ccc2c(c1)OCO2	-4	0	-3	6	-2	-2	-2	5	-0.7	-1
COc1ccc([N+](=O)[O-])cc1N(CC(=O)NCCC1=CCCCC1)S(C)(=O)=O	8	-7	1	9	-1	-7	-3	-3	0.4	-3
Cc1ccc(Cl)cc1N1CCN(CC(=O)Nc2ccc3[nH]c(=O)[nH]c3c2)CC1	0	4	4	-6	-3	-1	2	4	0.9	-3
CCC(=O)Nc1nc(C)c(-c2csc(Nc3ccc(C(=O)O)cc3)n2)s1	2	0	-10	2	-1	-28	1	5	1.1	-4
Cc1noc(C)c1S(=O)(=O)N1CCC(C(=O)N2CCC(N3CCCCC3)CC2)CC1	4	-5	10	8	1	0	0	-4	0.0	1
CC(C)NC(=O)c1ccc2c(=O)n(CC3CCCO3)c(=S)[nH]c2c1 (stereo not drawn)	12	1	-1	0	-1	-5	0	5	-0.3	-5
Clc1c(-c2nnc3n2CCC3)sc2ccccc12	-1	1	0	-2	-3	5	-1	5	0.2	0
Cc1ccc(NC(=O)c2ccccc2-c2ccccc2C(=O)O)cc1C	-2	5	11	-4	0	8	-2	2	0.0	2
N#C/C(=C/c1ccc(Oc2ccc([N+](=O)[O-])cn2)cc1)C(=O)N1CCOCC1	2	3	2	2	4	0	0	-8	-0.2	3
COc1ccc(C(=O)NC(=S)Nc2cccnc2)cc1[N+](=O)[O-]	2	1	-2	1	-3	-1	0	0	0.2	2
COCCNc1nc(Oc2cccc(F)c2)c2sccc2n1	8	-8	-1	4	-2	-1	-3	5	0.1	1
COC(=O)c1cc(S(=O)(=O)N2CCN(c3ccccc3Cl)CC2)cn1C	.	4	7	-1	0	-1	2	1	-0.1	-2
O=C(CSc1nc(=O)n(CCN2CCOCC2)c2c1CCCC2)Nc1ccccc1Cl	3	1	1	7	-2	-1	0	0	-0.1	0
Cc1ccc(OCC(=O)Nc2ccccc2F)cc1C	3	-8	-15	0	4	-1	-4	-2	-0.1	7
COc1ccc(N(C(=O)c2cccc(OC)c2OC)C2C=CS(=O)(=O)C2)c(OC)c1 (stereo not drawn)	3	2	3	9	-5	2	-1	-1	0.3	-2
N/C(=N\OC(=O)c1ccc2ccccc2c1)c1ccccc1Cl	1	2	-8	-3	-2	-7	-2	-4	-0.3	2
Oc1ccccc1-c1nnc2n1CCCCC2	2	4	6	3	1	6	-1	-2	0.1	-4
SMILES	TCR CD3 inh	MBD2 inh	TDP2 inh	Tn6 DDE FP	UHRF1 binding	SIAE inh	PRMT1 inh	Tn7 DDE FP	proKLK7 act	LEDGF integ inh
Cc1cccc(C2CC(c3ccccc3)=NN2c2ccc(S(N)(=O)=O)cc2)c1 (stereo not drawn)	-1	-2	-4	-4	1	-2	2	-1	-340	-4
Cc1cc(NS(=O)(=O)c2ccc(NC(=O)Cc3ccc(Cl)c(Cl)c3)cc2)on1	.	6	-15	-7	0	-10	5	-2	-0.4	6
Cc1ccc(S(=O)(=O)N2[C@@H](c3ccc(C(C)(C)C)cc3)C(C(=O)O)=CC[C@H]2c2cccc(Cl)c2)cc1	0	-6	5	-2	0	-23	7	0	-0.2	4
Cc1ccc(C)c(S(=O)(=O)N2CCCOC2CNC(=O)C(=O)NCc2cccs2)c1 (stereo not drawn)	-4	-1	3	1	2	-4	2	-3	0.3	1
COc1cccc(CNc2nc(NCC3CC3)nc3ccsc23)c1OC	-7	1	-22	-5	3	3	-4	-7	-0.1	-3
CCCNC(=O)C(Cc1cccc(C#N)c1)NC(=O)c1cccc([N+](=O)[O-])c1 (stereo not drawn)	-2	2	5	0	-1	1	1	1	0.4	0
CC(O)(c1cccc(F)c1)c1nc(-c2cccc(C(F)(F)F)c2)cs1 (stereo not drawn)	-1	-2	-6	4	1	-16	0	-9	-0.4	2
COC(=O)[C@]12C[C@H](CC(=O)NCC3CCCCC3)C(=O)N(Cc3ccc4c(c3)OCO4)C1=C[C@H](C(C)(C)C)O[C@@H]2C	1	6	2	4	23*	1	1	3	-0.2	-2
O=C(CSc1ncn[nH]1)NNC(=O)c1ccccc1	6	2	9	4	-1	6	-1	1	0.5	3
Cc1ccc2c(c1)-c1c(ssc1=S)C(C)(C)N2C(=O)CSc1nncn1C	8	-4	-1	-5	-5	8	1	-4	-0.1	-1
COc1ccc(/C=C2\CCC(C3CCCC3)C2=O)cc1 (stereo not drawn)	-10	1	-3	-3	3	-1	3	2	-0.2	-2
CNS(=O)(=O)c1ccc(CNC[C@H]2O[C@@H](n3ccc(N)nc3=O)[C@H](O)[C@@H]2O)cc1	3	-3	7	1	-1	-4	-2	3	0.5	1
CCC1Oc2ccc(C)cc2N(CC(=O)NCc2cccs2)C1=O (stereo not drawn)	-1	10	7	-2	2	-4	6	-4	0.4	-4
CS(=O)(=O)N1CCN(c2ccc(NC(=O)Cc3ccccc3)cc2)CC1	3	-4	8	4	-1	0	1	-4	0.2	3
O=C(CN1C(=O)N/C(=C\c2ccccc2OCc2ccc(C(=O)O)cc2)C1=O)Nc1ccc(F)cc1	1	-9	-20	-1	-2	-20	5	4	-0.9	7
CCc1ccc(NC(=O)C2CCCN2c2nn3c(=O)cc(C)nc3s2)cc1 (stereo not drawn)	-7	-2	6	5	1	-2	3	7	-0.4	0
COc1ccc2[nH]c(=O)c(CN(CC3CCCO3)S(=O)(=O)c3ccccc3)cc2c1 (stereo not drawn)	1	1	3	0	1	-8	0	6	-1.0	0
Cc1cc(C(=O)N2CCN(c3cccc(Cl)c3)CC2)c(C)o1	-4	1	1	-4	6	-7	-1	-5	0.6	0
NC(=O)C1CCN(C(=O)COc2ccc3c(c2)oc(=O)c2ccccc23)CC1	12	2	3	-7	-4	-2	-2	-8	-12	0
CN(CC(=O)Nc1cccc(F)c1)CC(=O)N1CCCCC1	-3	-2	-1	-2	8	2	-4	7	-0.2	-3
O=C(CN1CCOCC1)NNC(=O)c1ccc([N+](=O)[O-])cc1	-5	7	1	-3	0	6	-2	2	-0.4	-1
CCOc1ccccc1CNC(=O)c1nn(CC)cc1[N+](=O)[O-]	6	3	-5	4	0	4	0	3	0.2	0
O=C(COC(=O)c1cnccn1)Nc1cccc2ccccc12	-11	6	-7	-10	4	-17	6	1	-0.5	-1
CCOC(=O)c1c(C)[nH]c(C)c1C(=O)COC(=O)c1c(OC)cccc1OC	0	-5	-8	-1	1	-3	-1	-6	-0.2	-4
Cn1cc(CNC(=O)CC2C(=O)NCCN2CC(C)(C)C)cn1 (stereo not drawn)	7	-4	-9	6	-2	-1	2	-2	3.1	0
CN(C)CCN(C(=O)c1ccc(C(=O)c2ccccc2)cc1)c1nc2cc3c(cc2s1)OCO3	-6	-2	-2	-1	5	-1	1	-5	0.3	1

Sorted by number of heavy atoms (smallest number first): some entries from above
SMILES	TCR CD3 inh	MBD2 inh	TDP2 inh	Tn6 DDE FP	UHRF1 binding	SIAE inh	PRMT1 inh	Tn7 DDE FP	proKLK7 act	LEDGF integ inh
CN(CC(=O)Nc1cccc(F)c1)CC(=O)N1CCCCC1	-3	-2	-1	-2	8	2	-4	7	-0.2	-3
CCCNC(=O)C(Cc1cccc(C#N)c1)NC(=O)c1cccc([N+](=O)[O-])c1 (stereo not drawn)	-2	2	5	0	-1	1	1	1	0.4	0
COc1ccc2[nH]c(=O)c(CN(CC3CCCO3)S(=O)(=O)c3ccccc3)cc2c1 (stereo not drawn)	1	1	3	0	1	-8	0	6	-1.0	0

Another view of part of the listing above.
TCR CD3 inh,MBD2 inh,TDP2 inh,Tn6 DDE FP,UHRF1 binding,SIAE inh,PRMT1 inh,Tn7 DDE FP,proKLK7 act,LEDGF integ inh,SMILES
-10,1,-3,-3,3,-1,3,2,-0.2,-2,COc1ccc(/C=C2\CCC(C3CCCC3)C2=O)cc1 (stereo not drawn)
0,-5,-8,-1,1,-3,-1,-6,-0.2,-4,CCOC(=O)c1c(C)[nH]c(C)c1C(=O)COC(=O)c1c(OC)cccc1OC
-5,7,1,-3,0,6,-2,2,-0.4,-1,O=C(CN1CCOCC1)NNC(=O)c1ccc([N+](=O)[O-])cc1
-1,-2,-4,-4,1,-2,2,-1,-340,-4,Cc1cccc(C2CC(c3ccccc3)=NN2c2ccc(S(N)(=O)=O)cc2)c1 (stereo not drawn)
.,6,-15,-7,0,-10,5,-2,-0.4,6,Cc1cc(NS(=O)(=O)c2ccc(NC(=O)Cc3ccc(Cl)c(Cl)c3)cc2)on1
